# Screening data from PubChem.
# ATXN2 expr inh = Primary qHTS for Inhibitors of ATXN expression. HEK-293 ATXN2-luciferase reporter, luminescence, 24 h. Potency, µM (highest dose often 57 µM), for the others: at the highest dose activity change, negative = inhibition, hits mostly inhibitors. actives 0.72% (n = 360,000). AID 1745845, 2022; also: potency is read from the fitted curve at half-maximal effect; % is scaled to controls: 0 for no effect and ±100 for the full control effect; nearly all actives have a fitted effect of over 55% in size
#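 qHTS (up to 57 uM final) was run with 24 h compound exposure of reporter cells at 37 °C. Each well was multiplexed: SteadyGlo luminescence measured ATXN2-luciferase expression after a fluorogenic Gly-Phe-AFC viability readout (25 uM final).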
# IL1B secr inh = qHTS for Inhibitors of Inflammasome Signaling: IL-1-beta AlphaLISA Primary Screen | THP-1 LPS/ATP IL-1B secretion, AlphaLISA, 16 h; hits give low values | activity change, % at 57.5 µM | actives 4.7% (n = 360,000) | AID 743279, 2014; in the data active = activity change below about -50%; inconclusive = mostly about -30% to -49%; also: % is scaled to controls: 0 for no effect and ±100 for the full control effect
#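 THP-1 cells pretreated 1 hr with compounds (up to 57.5 uM final), then stimulated with LPS (250 ng/mL final) plus ATP (1.25 mM final); secreted IL-1B measured by AlphaLISA after 16 hr, decreased signal indicating inhibition.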
# HT1080NT lethal = qHTS for induction of synthetic lethality in tumor cells producing 2HG: qHTS for the HT-1080-NT fibrosarcoma cell line; actives 1.6% (n = 360,000); HT-1080-NT fibrosarcoma viability, CellTiter-Glo ATP luminescence, 48 h; Potency, µM (top dose mostly 46.1 µM), inactives show at the highest dose activity, negative = less viability, hits mostly cytotoxic; AID 686970, 2013;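 also: NT is the 2HG producing partner of a matched IDH1 knockdown line; potency is read from the fitted curve at half-maximal effect; 0% = DMSO-treated cells and -100% = media-only wells without cells; nearly all actives have a fitted effect of over 55% in size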
#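 Compounds were tested in concentration-response format on HT-1080-NT cells for 48 hours at 37 degrees C. Cell viability came from CellTiter-Glo luminescence; curves were classified by r2, response magnitude and activity.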
# MCF10A rerep = A quantitative high throughput screen for small molecules that induce DNA re-replication in MCF 10a normal breast cells. AID 624296, 2012. actives 2.9% (n = 350,000). MCF 10A DNA re-replication, Hoechst nuclear intensity, 48 h. Potency, µM (series often up to 46.1 µM), without a hit: at the highest dose activity, positive = re-replication, usual class: activators; also: potency is read from the fitted curve at half-maximal effect; % of control where 0% means no effect; nearly all actives have a fitted effect of over 50% in size
# KB-3-1 cytotox = qHTS assay for MDR1-selective chemotherapeutics: Primary screen using the parental adenocarcinoma cell KB-3-1. actives 1.4% (n = 400,000). AID 1347075, 2019. Potency, µM (series often up to 46.1 µM), inactives show at the highest dose activity change, negative = cytotoxic, usual class: cytotoxic. KB-3-1 viability, CellTiter-Glo ATP luminescence, 72 h; also: potency is read from the fitted curve at half-maximal effect; % is scaled to controls: 0 for no effect and ±100 for the full control effect; nearly all actives have a fitted effect of over 60% in size
#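 Screening of KB-3-1 cells (DMEM, 10% FBS, phenol-red free) ran from lowest to highest compound concentration; after 72 h at 37 °C viability was read luminescently and curves fitted.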
# SW480 rereplic = A quantitative high throughput screen for small molecules that induce DNA re-replication in SW480 colon adenocarcinoma cells. SW480 DNA re-replication, Hoechst DNA content imaging, 48 h. Potency, µM (titrated, usually from 46.1 µM), inactives show at the highest dose re-replication activation, usual class: activators. actives 1.8% (n = 340,000). AID 624297, 2012; also: potency is read from the fitted curve at half-maximal effect; % of control where 0% means no effect; nearly all actives have a fitted effect of over 55% in size
#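 Cells (250 per well) received 23 nL compound or DMSO by pin tool and were kept 48 hr at 37 C, 5% CO2. Nuclei were then stained with Hoechst for 40 min and scanned for DNA content.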
# WRN helicase inh = qHTS for Inhibitors of WRN Helicase | WRN helicase unwinding, fluorescent forked duplex, kinetic | actives 0.46% (n = 360,000) | Bifunctional 3'-5' exonuclease/ATP-dependent helicase WRN (Homo sapiens), Q14191 | Potency, µM (doses to about 114 µM), inactives show at the top dose activity change, negative = inhibition, hits mostly inhibitors; also: potency is read from the fitted curve at half-maximal effect; % is scaled to controls: 0 for no effect and ±100 for the full control effect; nearly all actives have a fitted effect of over 55% in size
# Target sequence (Q14191 whole entry, looked up): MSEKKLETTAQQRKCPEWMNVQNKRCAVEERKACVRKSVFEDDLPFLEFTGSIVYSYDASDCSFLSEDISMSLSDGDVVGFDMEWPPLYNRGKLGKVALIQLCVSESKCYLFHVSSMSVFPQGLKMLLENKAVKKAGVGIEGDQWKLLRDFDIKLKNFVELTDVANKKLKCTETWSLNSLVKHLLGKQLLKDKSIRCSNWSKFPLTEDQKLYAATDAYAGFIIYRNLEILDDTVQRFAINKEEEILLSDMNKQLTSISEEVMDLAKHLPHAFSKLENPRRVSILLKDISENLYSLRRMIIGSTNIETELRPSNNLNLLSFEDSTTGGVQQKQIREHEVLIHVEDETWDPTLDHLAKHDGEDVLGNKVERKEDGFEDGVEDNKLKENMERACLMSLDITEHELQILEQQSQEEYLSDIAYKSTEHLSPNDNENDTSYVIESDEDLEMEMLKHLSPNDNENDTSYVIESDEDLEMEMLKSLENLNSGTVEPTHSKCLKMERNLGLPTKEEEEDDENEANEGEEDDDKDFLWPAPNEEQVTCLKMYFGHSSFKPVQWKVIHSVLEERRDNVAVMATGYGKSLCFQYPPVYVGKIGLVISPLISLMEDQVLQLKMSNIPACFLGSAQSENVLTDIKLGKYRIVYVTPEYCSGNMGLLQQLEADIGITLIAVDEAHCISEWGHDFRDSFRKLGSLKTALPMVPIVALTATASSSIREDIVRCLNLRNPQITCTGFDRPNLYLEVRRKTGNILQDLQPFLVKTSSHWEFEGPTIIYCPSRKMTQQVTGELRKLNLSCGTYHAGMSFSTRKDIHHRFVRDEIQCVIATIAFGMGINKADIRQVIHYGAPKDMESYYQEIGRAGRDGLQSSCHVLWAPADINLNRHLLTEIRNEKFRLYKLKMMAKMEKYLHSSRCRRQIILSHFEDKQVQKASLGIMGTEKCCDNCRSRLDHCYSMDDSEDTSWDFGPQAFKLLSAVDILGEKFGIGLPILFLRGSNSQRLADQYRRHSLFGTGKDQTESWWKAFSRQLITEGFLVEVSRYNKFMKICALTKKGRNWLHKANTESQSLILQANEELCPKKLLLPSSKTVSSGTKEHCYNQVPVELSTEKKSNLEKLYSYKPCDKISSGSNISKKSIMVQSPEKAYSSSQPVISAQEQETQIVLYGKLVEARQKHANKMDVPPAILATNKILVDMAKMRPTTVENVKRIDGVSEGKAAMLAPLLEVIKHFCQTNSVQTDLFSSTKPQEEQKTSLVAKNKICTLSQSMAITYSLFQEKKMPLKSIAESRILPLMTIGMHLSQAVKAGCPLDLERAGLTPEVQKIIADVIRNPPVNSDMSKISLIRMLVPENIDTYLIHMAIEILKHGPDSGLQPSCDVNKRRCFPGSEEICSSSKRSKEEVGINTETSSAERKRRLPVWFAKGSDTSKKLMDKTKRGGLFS
#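 Fluorescence dequenching readout, ex 525 nm/em 598 nm, kinetic mode: forked duplex DNA (100 nM final) with adjacent fluorophore and quencher unwound by WRN (20 nM final) with 2 mM ATP. Compound preincubation 15 min, room temperature.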
# HT1080 IDH1KD tx = qHTS for induction of synthetic lethality in tumor cells producing 2HG: qHTS for the HT-1080-IDH1KD cell line. HT-1080 IDH1 knockdown viability, ATP luminescence, 48 h. Potency, µM (doses to about 46.1 µM), for inactives: at the top dose activity, negative = toxicity, usual class: cytotoxic. actives 2% (n = 360,000). AID 686971, 2013;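 also: potency is read from the fitted curve at half-maximal effect; 0% = DMSO wells and -100% = cell-free medium wells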
#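 Knockdown cells (IDH1KD HT-1080) received compounds 2 h after plating at 750 cells/well and were kept 48 h at 37 °C in 5% FBS RPMI. A CellTiter-Glo luminescence read gave % activity for curve fitting.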
# KB-V1 cytotox = qHTS assay for MDR1-selective chemotherapeutics: Primary screen using the drug-selected MDR subline cells KB-V1; KB-V1 MDR cells viability, CellTiter-Glo, 72 h; Potency, µM (series often up to 46.1 µM), for the others: at the highest dose activity change, negative = cytotoxicity, usual class: cytotoxic; actives 3.4% (n = 400,000); also: potency is read from the fitted curve at half-maximal effect; % is scaled to controls: 0 for no effect and ±100 for the full control effect; nearly all actives have a fitted effect of over 60% in size
#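 Readout: CellTiter-Glo luminescence, 10 min after addition. Cells: KB-V1 MDR subline, 72 h at 37 degrees C with compound. Analysis: corrected, normalized data fitted to concentration-effect curves.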
# Numbers without * were called inactive; ? = inconclusive; nt = not tested or not shown; [ ] = remark or other dose. Unless noted, calls follow the shape of the dose curve; as a rule, active = well fitted curve in the direction sought with a large enough effect; inconclusive = small, poorly fitted or top-dose-only effect, or another doubt; inactive = no such curve, though single readings can be large; an effect the other way counts as inactive or inconclusive.
# Screens in order: MCF10A rerep	SW480 rereplic	HT1080 IDH1KD tx	WRN helicase inh	KB-3-1 cytotox	KB-V1 cytotox	HT1080NT lethal	ATXN2 expr inh	IL1B secr inh
1. O=C(NCC(c1ccco1)N1CCCCC1)c1cccc(NS(=O)(=O)c2ccc(Br)cc2)c1 (stereo not drawn)
    18µM*	4%	-17%	-17%	-14%	?	-13%	-8%	?
2. O=C(O)CSc1nc2ccccc2s1
    0%	-19%	1%	-6%	9%	4%	1%	nt	15
3. COC(=O)c1c(NC(=O)C2CCC2)sc(C(=O)N(C)C)c1C
    15%	0%	14%	3%	0%	12%	3%	5%	7
4. O=C(C1CC1)N1CCN=C1SCc1cccc(C(F)(F)F)c1
    -18%	-5%[9.22 µM]	15%	-2%	-4%	-8%	-3%	-2%	-27
5. O=C(COC(=O)c1ccc(F)cc1F)Nc1ccc2c(c1)OCO2
    nt	nt	-1%	9%	0%	15%	1%	nt	1
6. Cc1cc(-n2nc(C)cc2C)n2nc(C)c(-c3ccccc3)c2n1
    -1%	-2%	8%	-6%	-2%	3%	-22%	-21%	-5
7. O=C(OC(C(=O)NC1CCCC1)c1ccc(F)cc1)c1ccno1 (stereo not drawn)
    -8%	-7%	6%	-6%	1%	?	-3%	2%	-4
8. CCN(CC)S(=O)(=O)c1ccc(Cl)c(C(=O)Nc2ccc(Cl)cc2[N+](=O)[O-])c1
    ?	1%	0%	-5%	0%	4.1µM*	-3%	0%	?
9. C[N+](C)(C)CCN1CCc2ccccc21
    nt	nt	4%	5%	19%	?	12%	1%	0
10. CN(Cc1ccccc1)C(=O)c1nc[nH]c1C(=O)N1CCN(c2ccccc2)CC1
    2%	3%	6%	1%	9%	10%	-1%	15%	21
11. CCC(C)NC(C(=O)Nc1ccc(Cl)c([N+](=O)[O-])c1)c1ccccc1 (stereo not drawn)
    21%	3%	2%	-33%[57.1 µM]	-11%	?	-6%	-11%	-18
12. O=C(CN(Cc1ccco1)S(=O)(=O)c1cccs1)Nc1ccccc1C(F)(F)F
    0%	1%	-1%	-27%	-12%	?	-9%	-9%	9
13. COc1ccc(-n2c(SC3CCOC3=O)nc3ccccc3c2=O)cc1Cl (stereo not drawn)
    -4%	?	2%	-3%	1%	-1%	-3%	nt	-13
14. CC(OC(=O)COc1ccccc1)C(=O)NC1CCCC1 (stereo not drawn)
    ?	-23%	4%	16%	14%	0%	4%	-6%	0
15. COc1ccc(C(=O)OCC(=O)c2ccc3c(c2)NC(=O)CO3)cc1S(=O)(=O)N1CCOCC1
    -1%	0%	1%	14%	13%	20%	2%	1%	44
16. Cc1ccc(S(=O)(=O)N2[C@@H](c3ccc(Cl)cc3)C(C(=O)O)=CC[C@H]2c2cccs2)cc1
    7%	-17%	-8%	2%	13%	0%	15%	4%	39
17. CN1C=CC=C/C1=C1\SC(=S)N(N)C1=O
    -4%	-10%	13%	3%	4%	5%	21%	1%	-10
18. COc1ccc2nc(SCC(=O)Nc3ccc4c(c3)CCC4)[nH]c2c1
    ?	12%	-23%	-8%	-8%	-29%	4%	-18%	-17
19. CC(=O)Nc1ccc(S(=O)(=O)NCC(=O)OCC(=O)c2cc(C)n(-c3ccc4c(c3)OCO4)c2C)cc1
    ?	?	1%	-8%	-8%	?	0%	-5%	32
20. CCOc1ccc(Nc2nc(CC(=O)OC)cc(=O)[nH]2)cc1
    -2%	-11%	19%	-4%	-1%	11%	20%	-4%	40
21. c1ccc(-c2ccc(OCCOCCn3cncn3)cc2)cc1
    1%	2%	-15%	-3%	-19%	?	-5%	25%	5
22. C=CCNc1nc2c3ccccc3n(C(C)=O)c2s1
    28%	15%	-5%	-14%	11%	8%	-1%	50%[activator]	-8
23. CC(C)(C)S(=O)(=O)N1Cc2ccc(CO)cc2[C@H]1CCO
    7%	-1%	8%	-1%	0%	-2%	1%	6%	20
24. Cc1cc(S(=O)(=O)NCc2ccccn2)c(Cl)cc1Cl
    -5%	-21%	10%	-3%	10%	0%	-11%	14%	57
25. COCCN(Cc1ccccc1)C(=O)C1CCN(S(=O)(=O)c2ccc(OC)c(OC)c2)CC1
    1%	3%	1%	0%	4%	-2%	-1%	-2%	4
26. Cc1ccc(O)c(-c2cc(-c3ccccc3[N+](=O)[O-])[nH]n2)c1
    ?	5%	-11%	-22%	-9%	-16%	0%	7%	-87*
27. O=C(NCc1ccccc1Cl)c1ccc(S(=O)(=O)Nc2cccc(C(F)(F)F)c2)cc1
    18%	-3%	-1%	-5%	-15%	?	-11%	20%	80
28. CCC(C)Sc1nnc(CSc2nc3nc(C)cc(C)n3n2)o1 (stereo not drawn)
    6%	-17%	-2%	-2%	2%	?	-1%	-5%	31
29. Cc1nnc(SCC(=O)NC2CCCc3c2cnn3-c2ccccc2F)o1 (stereo not drawn)
    7%	19%	1%	0%	3%	7%	-1%	7%	6
30. CC(NC(=O)c1ccccc1Br)c1nnc(SCc2ccc([N+](=O)[O-])cc2)n1C (stereo not drawn)
    -13%	-3%	5%	2%	17%	10%	7%	-3%	10

# As entered above.
# HT1080 IDH1KD tx result of compound 19 reads 1%
# KB-V1 cytotox result of compound 22 reads 8%

# (cont.)
# Screens in order: MCF10A rerep	SW480 rereplic	HT1080 IDH1KD tx	WRN helicase inh	KB-3-1 cytotox	KB-V1 cytotox	HT1080NT lethal	ATXN2 expr inh	IL1B secr inh
31. O=C(O)CCCN1C(=O)c2cccc3cccc(c23)C1=O
    19%	-2%	0%	-7%	3%	-1%	?	0%	-13
32. C=CCn1c(SCCC(=O)O)nnc1-c1cccs1
    12%	-5%	-2%	-10%	-15%	0%	-7%	9%	-13
33. CSc1ccc(S(=O)(=O)N2CCC(C(=O)NCCCn3ccnc3)CC2)cc1
    ?	-2%	?	-26%	24%	2%	-8%	3%	30
34. Cc1nn2c(-c3ccncc3)ccnc2c1Br
    -2%	1%	-12%	6%	-3%	-24%	0%	5%	0
35. O=C(Nc1ccc(C(=O)N2CCCC2)cc1)C1CC1
    -2%	-57%	4%	-2%	0%	0%	0%	1%	-8
36. CCC1(C)Cc2c(sc3nc(NN)n(C)c(=O)c23)CO1 (stereo not drawn)
    21µM*	?	?	-6%	-20%	?	?	-24%	52
37. Cc1ccc(NC(=O)N2CCC(c3ccccc3)C2)cc1C (stereo not drawn)
    2%	1%	9%	-1%	0%	-4%	15%	11%	?
38. COc1ccc(CCC(=O)OCC(=O)NCc2ccc3c(c2)OCO3)cc1
    5%	11%	5%	1%	11%	?	7%	1%	-14
39. COCCNC(=O)CCCn1c(=O)c2cc(OC)c(OC)cc2n(CC(=O)Nc2ccc(C)c(F)c2)c1=O
    0%	-13%	18%	-1%	1%	13%	3%	nt	-1
40. Cc1cc(C)c(NC(=O)COC(=O)c2ccncc2)c(C)c1
    -1%	-3%	5%	0%	9%	26%	13%	1%	14
41. COc1ccccc1NC(=O)c1ccc(C)s1
    4%	-5%	4%	2%	12%	?	2%	63%[activator]	18
42. Cc1nc(-c2ccccc2)sc1C(=O)Nc1ccc(S(N)(=O)=O)cc1
    ?	5%	-1%	-5%	-8%	0%	?	-22%	-5
43. COc1ccc(NC(C)=O)cc1NC(=O)CSc1nnc(-c2ccccn2)n1C
    -1%	-3%	4%	-3%	9%	?	7%[9.24 µM]	5%	0
44. N#C/C(=C\c1ccncc1)c1ccc(NC(N)=O)cc1
    7%	?	-2%	1%[57.1 µM]	-9%	7%	-4%	19%	0
45. Cc1cc(=O)[nH]c(NCc2ccc(Cl)cc2)n1
    -2%	-5%	3%	-3%	-10%	-15%	3%	1%	10

# Molecules shown so far that have a Cl atom, in the order listed:
# Screens in order: MCF10A rerep	SW480 rereplic	HT1080 IDH1KD tx	WRN helicase inh	KB-3-1 cytotox	KB-V1 cytotox	HT1080NT lethal	ATXN2 expr inh	IL1B secr inh
8. CCN(CC)S(=O)(=O)c1ccc(Cl)c(C(=O)Nc2ccc(Cl)cc2[N+](=O)[O-])c1
    ?	1%	0%	-5%	0%	4.1µM*	-3%	0%	?
11. CCC(C)NC(C(=O)Nc1ccc(Cl)c([N+](=O)[O-])c1)c1ccccc1 (stereo not drawn)
    21%	3%	2%	-33%[57.1 µM]	-11%	?	-6%	-11%	-18
13. COc1ccc(-n2c(SC3CCOC3=O)nc3ccccc3c2=O)cc1Cl (stereo not drawn)
    -4%	?	2%	-3%	1%	-1%	-3%	nt	-13
16. Cc1ccc(S(=O)(=O)N2[C@@H](c3ccc(Cl)cc3)C(C(=O)O)=CC[C@H]2c2cccs2)cc1
    7%	-17%	-8%	2%	13%	0%	15%	4%	39
24. Cc1cc(S(=O)(=O)NCc2ccccn2)c(Cl)cc1Cl
    -5%	-21%	10%	-3%	10%	0%	-11%	14%	57
27. O=C(NCc1ccccc1Cl)c1ccc(S(=O)(=O)Nc2cccc(C(F)(F)F)c2)cc1
    18%	-3%	-1%	-5%	-15%	?	-11%	20%	80
45. Cc1cc(=O)[nH]c(NCc2ccc(Cl)cc2)n1
    -2%	-5%	3%	-3%	-10%	-15%	3%	1%	10
